# RmlCD inh 1536 – M. tuberculosis RmlC/RmlD coupled enzyme inhibitors, primary screen, biochemical, compound mixtures, 384-well, from 1536-well plates. dTDP-4-dehydrorhamnose reductase (Mycobacterium tuberculosis (strain ATCC 25618 / H37Rv)) …. RmlC+RmlD coupled enzyme assay, percent inhibition; primary screen in compound mixtures. inhibition, % at 3.6 µM. 160,000 compounds, 0.03% hits. AID 1533, 2009; in the data active = inhibition mostly above about 34%, no sharp cut-off; inconclusive = no clear call, values can overlap the other calls; inactive = mostly below about 22%; note: some results filed as inactive read as strong as hits
# Target sequence (P9WH09 whole entry, looked up): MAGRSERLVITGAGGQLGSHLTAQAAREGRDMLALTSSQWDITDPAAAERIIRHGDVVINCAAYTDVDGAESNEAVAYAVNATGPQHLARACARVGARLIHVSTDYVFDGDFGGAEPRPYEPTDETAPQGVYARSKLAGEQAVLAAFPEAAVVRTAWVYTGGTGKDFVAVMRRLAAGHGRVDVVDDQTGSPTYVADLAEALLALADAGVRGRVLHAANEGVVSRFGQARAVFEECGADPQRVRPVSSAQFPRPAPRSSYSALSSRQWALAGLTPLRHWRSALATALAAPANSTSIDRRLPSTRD
# Target sequence (P9WH11 whole entry, looked up): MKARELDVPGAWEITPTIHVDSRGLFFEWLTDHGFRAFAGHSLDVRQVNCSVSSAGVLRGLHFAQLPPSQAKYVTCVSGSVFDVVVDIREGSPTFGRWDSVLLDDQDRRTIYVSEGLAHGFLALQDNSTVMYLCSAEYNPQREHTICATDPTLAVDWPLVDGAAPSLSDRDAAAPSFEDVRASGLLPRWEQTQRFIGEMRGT
# GlmU inhibition – inhibition of mycobacterial GlmU enzyme – biochemical, glucosamine-1-phosphate acetyltransferase (AID 1376); inhibition, %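 (tested at 30 µM in the primary screen)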, or IC50 in µM where a hit was titrated; M. tuberculosis GlmU acetyltransferase enzyme assay; higher % means a stronger effect; 220,000 compounds, 0.25% hits; Bifunctional protein GlmU (Mycobacterium tuberculosis (strain ATCC 25618 / H37Rv)); in the data active = inhibition above about 13%; inconclusive = no clear call, values can overlap the other calls;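 note: 0% = complete reaction with vehicle and 100% = reaction without substrate; strong numbers were not always called active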
# An asterisk follows results filed as active; ? = inconclusive; · = no result given.
SMILES,RmlCD inh 1536,GlmU inhibition
Cc1ccc(S(=O)(=O)N2CCOCC2)cc1N/N=C(\C#N)c1nc2ccccc2[nH]1,20.4,-2.8%
CS(=O)(=O)N(CC(O)Cn1c2ccccc2c2ccccc21)c1ccccc1 (centres undefined),·,10.6%
Cc1cccc2c1N(CCOc1ccccc1Cl)C(=O)C2=O,-5.8,-1.9%
Cc1cc(C)c2cc3c(N)c(C(=O)N4CCOCC4)sc3nc2c1,·,9.4%
COC(=O)c1cc2n(n1)CCN(Cc1ccc(OC)cc1)C2=O,·,1.9%
CCOC(=O)c1sc(NC(=O)c2ccccc2OC)nc1C,-3.8,5.2%
COc1ccc(C)cc1NC(=O)CSc1nnc(COc2ccccc2)n1Cc1ccco1,-6.9,·
C=CCn1c(SCC(=O)c2cccs2)nc2sc(C)c(C)c2c1=O,·,-2.5%
c1cc2c(c(NCc3ccncc3)c1)CCCC2,·,-5.4%
Cn1cccc1C(C#N)c1cccc(F)c1C#N (centres undefined),15.4,3.0%
Cc1ccc(C(=O)NNC(=O)C2CCN(Cc3ccccc3)CC2)cc1,-6.4,1.5%
O=C(Nc1ccccc1C(F)(F)F)NC1CCCCC1,14.4,-1.0%
O=[N+]([O-])c1cc(Cl)ccc1N1CCCCC1,0.8,-1.3%
Cc1ccccc1-c1nnc(SCC(=O)Nc2c(C)n(C)n(-c3ccccc3)c2=O)o1,·,0.6%
Cc1ccc(S(=O)(=O)c2c(C)cc(-c3ccccc3)[nH]c2=O)cc1,·,0.5%
CCOC(=O)C1=NOC2C(=O)N(c3ccc(Cl)cc3Cl)C(=O)C12 (centres undefined),3.0,-1.3%
CC(=O)Nc1ccc(C(=O)OC2CCCCC2=O)cc1 (centres undefined),·,6.7%
O=C(NCCCCCCOC1=NS(=O)(=O)c2ccccc21)C(=O)Nc1ccccc1,-10.1,-2.5%
CCC(=O)Nc1cccc(-n2nnnc2SCC(=O)c2ccc(C)c(C)c2)c1,-4.5,-6.2%
CC1=CC(C2CC(=O)N(c3ccccc3C)C2=O)CC2C(=O)N(c3ccccc3C)C(=O)C12 (centres undefined),·,5.9%
COc1ccc(CNC(=S)NCc2ccc(OC(C)C)cc2)cc1,9.1,-0.3%
O=S1(=O)CCOC[C@H](Cc2ccccc2)N1Cc1ccccc1F,·,7.3%
O=C(Nc1nnc(C2CC2)s1)C1CC(=O)N(c2ccc3c(c2)OCCO3)C1 (centres undefined),·,-2.1%
Brc1ccccc1,·,5.4%
O=C(O)c1cc(S(=O)(=O)N2CCOCC2)ccc1N1CCOCC1,·,-1.5%
O=C(COC(=O)/C=C/c1ccc(Cl)cc1)Nc1ccccc1,-5.0,-2.0%
CCc1ccccc1NC(=O)CC1S/C(=N\c2nccs2)N(CC)C1=O (centres undefined),76.9,3.5%
Cc1ccc2sc(N(CCCN(C)C)C(=O)c3ccc(Br)s3)nc2c1C,14.8,-7.4%
CC(C)Oc1ccc(C(=O)Nc2ccc(N3CCCCC3)cc2)cc1,-11.6,-2.0%
COC(=O)c1ccc(-c2nc(O)c3cnccn23)cc1,-4.8,1.6%
CC(C)C(=O)Nc1cccc(NC(=O)c2cc3ccccc3o2)c1,-7.8,4.7%
COc1ccc(C2CC2C(C)=O)cc1 (centres undefined),7.4,-3.0%
NC(=O)CC(NC(=O)c1ccccc1)c1ccc(NCC2CC2)c([N+](=O)[O-])c1 (centres undefined),·,1.3%
CCOC(=O)/C(C#N)=C1\SS/C(=C(/C#N)C(=O)OCC)S1,7.8,1.9%
COCC(=O)N1CCC(Oc2ccc(C(=O)NCCc3ccncc3)cc2)CC1,-3.8,6.7%
O=S(=O)(c1ccc(F)cc1)N1CCN(c2ccccn2)CC1,6.1,-6.2%
CCCCc1nc(NCCN)c(C#N)c2c1CSC(C)(C)C2,6.2,-5.2%
C/C(=N\NC(=S)Nc1ccccc1)C1Cc2ccccc2C(=O)O1 (centres undefined),-4.5,8.1%
Cn1nc(C(=O)Oc2cc(=O)n(C)c3ccccc23)c2ccccc2c1=O,-2.9,1.4%
CCC1CCc2c(sc(N)c2C(N)=O)C1 (centres undefined),·,-5.1%
Cn1ncc2c(N3CCN(c4ccccc4F)CC3)ncnc21,-9.1,0.7%
CC(C)c1ccc(NC(=O)c2cccnc2)cc1,-2.3,-1.6%
CCOc1ccc(-c2cc(N3C(=O)Nc4ccccc4N3O)n[nH]2)cc1,-3.9,-4.8%
S=C(Nc1ccccc1)Nc1nc2ccccc2n1CCOc1ccc(Cl)cc1,6.8,1.0%
COC(CNC(=O)c1ccc(Cn2c(=S)[nH]c3cc4c(cc3c2=O)OCO4)cc1)OC,1.8,4.4%
CNCCC1Sc2ccccc2Oc2ccccc21 (centres undefined),-42.7,-5.1%
COCCN(Cc1cc2cc(C)ccc2n2nnnc12)C(=S)Nc1cccc(C)c1,-9.1,-5.5%
N#Cc1cccc(NC(=O)C2SC(=Nc3ccccc3)C(C(=O)N3CCOCC3)=C2N)c1 (centres undefined),-0.8,-3.4%
N#Cc1c(-c2ccco2)cc(C2CC2)nc1N,6.4,1.6%
Cc1ccc(NC(Cc2cc(C)no2)c2ccccc2)cc1 (centres undefined),-2.7,-9.5%
CCCOc1ccc(S(=O)(=O)NNC(=O)c2cc3ccccc3o2)cc1,·,3.2%
Cc1ccc(-n2c(SCc3nnc4n3CCC4)nnc2-c2ccccc2)cc1,0.3,-0.5%
COc1ccc(CNC(=O)CCOc2ccc(C(C)(C)C)cc2)cc1,·,0.5%
CN(C)CCCN1C(=O)C(=O)/C(=C(/O)c2ccc3c(c2)OCO3)C1c1ccco1 (centres undefined),·,3.5%
O=S(=O)(c1ccc(Br)s1)N1CCNCC1,·,0.4%
COC(=O)C1=C(C(=O)OC)[C@@H]2N(C)c3ccccc3[C@@]23C[C@@H](C(=O)OC)N(C(=O)C2CCC2)C3=N1,·,2.2%
Cc1cc(C)nc(N/N=C/c2cccc3ccccc23)n1,0.0,5.1%
O=C(CSc1nnc(-c2ccccc2)n1Cc1ccccc1)NC1CC1,-2.1,-2.5%
Cc1cnc(CN2CCc3c([nH]c4ccccc34)C2CC(C)C)[nH]1 (centres undefined),1.0,5.4%
COc1ccccc1CNC(=O)C(C)c1ccc([N+](=O)[O-])cc1 (centres undefined),·,-4.7%
# Additional compounds.
SMILES,RmlCD inh 1536,GlmU inhibition
CCn1c(SCc2cccnc2)nc2c1c(=O)n(C)c(=O)n2C,·,2.0%
N#Cc1c2n(c3c(=O)n(CC(=O)c4ccc(Br)cc4)cnc13)CCCC2,17.1,3.3%
Cc1ccc(C(=O)N[C@H](C(=O)OCc2cc(=O)n3c(n2)sc2ccccc23)C(C)C)cc1,31.6,5.8%
CN1C(=O)c2c(sc3c2CC(C)(C)SC3)N2CCN=C12,·,1.1%
COc1ccc(C2C3C(=O)N(Cc4ccccc4)C(=O)C3ON2c2ccccc2)c(OC)c1OC (centres undefined),-17.2,·
Cc1ccc(-c2noc(CCC(=O)NCCN3CCc4ccccc4C3)n2)cc1,-7.0,2.0%
Cn1c(=O)c2cc(S(=O)(=O)NCCC(=O)NCC3CCCO3)ccc2n(C)c1=O (centres undefined),8.3,-0.8%
CCC(C)(C)n1nnnc1C(c1cc2ccc(OC)cc2[nH]c1=O)N1CCCCC1 (centres undefined),7.6,7.9%
Cc1cc(C)n2nc3nc(N4CCCCC4)nc(-c4ccco4)c3c2n1,4.1,-4.0%
O=[N+]([O-])c1cc(C(F)(F)F)ccc1NCCOc1ccccc1,-6.9,-3.4%
O=C(O)c1cc(-c2ccc3c(c2)OCCO3)n[nH]1,-9.5,7.2%
CCC(C)Sc1nc2c(c(=O)[nH]c(=O)n2C)n1CC(O)COc1ccccc1C (centres undefined),·,1.3%
COCCn1c(SCc2ccc(C(=O)OC)o2)nnc1-c1c[nH]c2ccccc12,9.3,-2.5%
O=C(Nc1nccs1)c1cc(Cl)ccc1[N+](=O)[O-],13.5,-0.8%
O=C(C1CCCN1S(=O)(=O)c1ccc(Cl)c(Cl)c1)N1CCOCC1 (centres undefined),8.2,-0.6%
CCOC(=O)CC(c1ccc(N)cc1)n1c(C)ccc1C (centres undefined),·,-5.7%
Cc1ccc(-c2nn[nH]n2)cc1,·,5.3%
O=S(=O)(c1ccc(Br)s1)n1cccn1,3.9,-1.2%
O=C(Nc1ncc2c(n1)-c1ccccc1OC2)c1cccc([N+](=O)[O-])c1,·,2.3%
Cc1c(C(=O)Nc2ccccc2)csc1-c1ccccc1,5.2,-0.7%
COc1ccc(-n2c(=O)c3c(C)c(C)sc3n(Cc3ccc(F)cc3)c2=O)c(OC)c1,3.2,-0.8%
CN(CC(O)Cn1c2ccccc2c2ccccc21)S(C)(=O)=O (centres undefined),-14.6,8.4%
COc1cccc(-c2cc(C(=O)Nc3ccc4c(c3)OCCO4)c3ccccc3n2)c1,7.8,·
O=C(CCC1CCCN(C2C3CC4CC(C3)CC2C4)C1)NCc1ccc(F)c(F)c1 (centres undefined),·,0.3%
CCS(=O)(=O)NC(C)C(c1cccs1)N1CCN(c2ccc(OC)cc2)CC1 (centres undefined),1.6,2.2%
O=C(CCl)NCCCN(C(=O)C(Cl)Cl)c1ccc([N+](=O)[O-])cc1,12.0,-2.2%
Cc1ccc2[nH]c(=O)c(-c3nc4c(C)cccn4c3NCc3ccco3)cc2c1,·,-2.1%
CCOC(=O)C1(Cc2ccccc2)CCN(Cc2ccc3cc(NC(C)=O)ccc3n2)CC1,-10.0,-0.6%
CCOC(=O)Cc1csc(NC(=S)NC(=O)c2ccc(F)cc2)n1,7.6,·
Cn1c(=O)c2c(ncn2Cc2cc(-c3ccccc3)no2)n(C)c1=O,8.8,1.6%
O=C(CN1C(=O)COc2ccccc21)NCCCN1CCc2ccccc2C1,6.4,-6.4%
COc1ccccc1-c1nc(C#N)c(NCCCn2ccnc2)o1,2.8,7.9%
Cc1nnc2n(-c3ccccc3)c(=O)c3c4c(sc3n12)COC(C(C)C)C4 (centres undefined),·,-7.8%
O=C(Nc1c(C(=O)NCc2ccco2)cnn1-c1ccccc1)c1ccc(F)cc1,-8.1,3.6%
Cc1cc(C)c(S(=O)(=O)NCc2ccncc2)c(C)c1,9.7,3.0%
CCC/C(=C1/C(=O)CC(C)(C)C(C(=O)OC)C1=O)N1CCCC1 (centres undefined),-6.3,-2.4%
Cc1cc(C)nc(N2CCC(C(=O)O)CC2)n1,-13.4,1.9%
COc1ccc(N(CC(=O)Nc2cc(C(=O)O)ccc2C)S(=O)(=O)c2c(C)noc2C)cc1,-5.4,7.0%
NC(=O)CCC(NS(=O)(=O)c1ccc(Cl)cc1)C(=O)NCc1ccc(Cl)cc1 (centres undefined),5.7,0.2%
CCOC(=O)c1c(C)[nH]c(C(=O)COC(=O)c2ccc(O)cc2)c1C,·,2.2%

# Some of the entries so far, as labelled records:
COc1ccc(N(CC(=O)Nc2cc(C(=O)O)ccc2C)S(=O)(=O)c2c(C)noc2C)cc1
  RmlCD inh 1536: -5.4	GlmU inhibition: 7.0%

O=C(CN1C(=O)COc2ccccc21)NCCCN1CCc2ccccc2C1
  RmlCD inh 1536: 6.4	GlmU inhibition: -6.4%

Cc1cc(C)c(S(=O)(=O)NCc2ccncc2)c(C)c1
  RmlCD inh 1536: 9.7	GlmU inhibition: 3.0%

# 4 entries out of the list, ordered by length of the SMILES, descending.
SMILES,RmlCD inh 1536,GlmU inhibition
COCCN(Cc1cc2cc(C)ccc2n2nnnc12)C(=S)Nc1cccc(C)c1,-9.1,-5.5%
Cc1ccc2sc(N(CCCN(C)C)C(=O)c3ccc(Br)s3)nc2c1C,14.8,-7.4%
COc1ccccc1CNC(=O)C(C)c1ccc([N+](=O)[O-])cc1 (centres undefined),·,-4.7%
Cc1ccc(NC(Cc2cc(C)no2)c2ccccc2)cc1 (centres undefined),-2.7,-9.5%

# Other records:
SMILES,RmlCD inh 1536,GlmU inhibition
CCCC(=O)Nc1ccc(C(=O)NNC(=O)c2cccs2)cc1,?,1.7%
Cc1cc(C)n(C(=O)c2ccc(C)c(S(=O)(=O)N3CCOCC3)c2)n1,·,0.0%
O=c1oc2ccccc2c(NCc2cccc(F)c2)c1[N+](=O)[O-],6.1,5.6%
Cc1noc(C)c1S(=O)(=O)N(CC(=O)Nc1ccc2c(c1)OCCO2)c1ccc(C(C)C)cc1,-11.3,2.6%
CCN(CCn1cccn1)C(=O)CCc1nnc(-c2ccc3c(c2)OCO3)o1,-7.7,-0.2%
CN(Cc1nc2ccc(Cl)cc2[nH]1)Cc1nc(-c2cnccn2)no1,·,-1.4%
O=C(CCSc1nccn1Cc1ccccc1)N1CCOCC1,·,1.1%
Cc1cc2cccc(C)c2nc1SCC(=O)N(C)c1nc(-c2ccccc2)cs1,0.3,0.0%
CCC(CO)NCc1ccc(OCC(=O)Nc2cccc(C(F)(F)F)c2)c(OC)c1 (centres undefined),4.2,-0.6%
COc1cccc(C(=O)CN2CCN(S(=O)(=O)c3cccc([N+](=O)[O-])c3)CC2)c1,-15.4,-2.7%
COc1ccc(NC(=O)CCS(=O)(=O)c2ccc3c(c2)CCCN3C(C)=O)cc1Cl,1.4,-0.5%
CC(C(=O)c1ccccc1)N1C(=O)c2ccccc2C1=O (centres undefined),3.5,-1.4%
CCOC(=O)Cn1nc(C)c(NC(=O)c2ccc([N+](=O)[O-])c(C)c2)c1C,14.7,-7.6%
COC(=O)c1ccc(-n2nnnc2SCc2ccccc2OC)cc1,·,-2.8%
Oc1ccc(-c2n[nH]c(=S)n2Cc2ccco2)cc1,·,-0.1%

# Not all compounds are listed; the hit share may differ from the screen's.
